Compound activity deposited in PubChem by Johns Hopkins Ion Channel Center.
KCNQ2 block – KCNQ2 potassium channel inhibitors, primary screen, cell-based, CHO-K1, FluxOR thallium flux, B-score (AID 2156). O88943. 20 min; hits give low values. B-score at 10 µM. 310,000 tested, 1.1% active;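 active = fluorescence ratio B-score at most minus 3 library SDs, with starting brightness B-score within 2 library SDs, cut at about -5.5 in these data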
Target sequence (O88943 whole entry, looked up): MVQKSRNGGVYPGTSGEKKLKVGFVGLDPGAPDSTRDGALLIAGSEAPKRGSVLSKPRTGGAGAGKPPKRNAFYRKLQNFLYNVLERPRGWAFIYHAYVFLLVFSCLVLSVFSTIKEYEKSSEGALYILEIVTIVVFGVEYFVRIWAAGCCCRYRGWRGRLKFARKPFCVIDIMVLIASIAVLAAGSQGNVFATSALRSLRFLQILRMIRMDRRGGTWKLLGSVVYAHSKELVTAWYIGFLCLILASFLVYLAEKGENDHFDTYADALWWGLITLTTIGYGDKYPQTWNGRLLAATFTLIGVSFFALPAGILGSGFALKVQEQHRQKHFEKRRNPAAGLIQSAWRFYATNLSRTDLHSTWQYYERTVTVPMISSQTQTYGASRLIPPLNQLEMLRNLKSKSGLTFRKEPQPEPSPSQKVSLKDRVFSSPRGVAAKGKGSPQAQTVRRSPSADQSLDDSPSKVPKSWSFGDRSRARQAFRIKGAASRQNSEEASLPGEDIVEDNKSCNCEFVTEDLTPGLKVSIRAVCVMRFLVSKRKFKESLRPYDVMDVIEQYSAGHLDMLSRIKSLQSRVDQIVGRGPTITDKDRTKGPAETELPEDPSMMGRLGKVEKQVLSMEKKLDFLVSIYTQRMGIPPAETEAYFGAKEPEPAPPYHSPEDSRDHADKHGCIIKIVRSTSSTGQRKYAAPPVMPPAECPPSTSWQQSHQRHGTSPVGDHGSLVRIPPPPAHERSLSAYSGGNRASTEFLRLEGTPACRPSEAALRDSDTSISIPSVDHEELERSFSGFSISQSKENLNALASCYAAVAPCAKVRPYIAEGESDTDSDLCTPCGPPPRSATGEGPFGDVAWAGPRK
Kir21 inh – Kir2.1 (mouse) channel inhibition | P35561 | HEK293-Kir2.1, FluxOR thallium flux fluorescence; hits give low values | B-score at 10 µM | 310,000 tested, 0.85% active | AID 1672;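 active = fluorescence ratio B-score at or below minus 3 SD of library scores, with starting-brightness B-score within 2 SD, cut at about -4.2 in these data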;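 note: channel flux triggered by added potassium and thallium sulfate stimulus; B-score of peak minus minimum fluorescence over baseline after thallium stimulus; more negative B-score means stronger Kir2.1 block with less thallium influx; some compounds called inactive have numbers as strong as hits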
The depositor's hits bear a star; i = inactive.

SMILES	KCNQ2 block	Kir21 inh
COC(=O)c1cn(NC(=O)c2ccc3c(c2)OCO3)c(=O)c2ccccc12	i	1.5
CCCCOc1ccc(CSc2nnc(C)n2N)cc1[N+](=O)[O-]	i	1.7
COc1ccc(C(=O)Nc2nc(-c3ccc([N+](=O)[O-])cc3)c(-c3ccccc3)s2)cc1	i	1.7
Cc1ccc(CN2C(=O)C3CCCN3c3ncccc32)cc1 (stereo not drawn)	i	-0.04
Cc1ccccc1NC(=O)/C(C#N)=C\c1cn(CC(=O)O)c2ccccc12	i	0.97
S=C(Nc1cccnc1)Nc1cccc2cnccc12	i	0.66
CCOC(=O)c1cnc2c(OC)cccc2c1NCc1cccnc1	i	-1.1
CC1=C(C(=O)Nc2ccccc2Cl)C(c2ccc(N(C)C)cc2)NC(=O)N1 (stereo not drawn)	i	0.33
Cc1nn(Cc2ccccc2Cl)c(C)c1NC(=O)Cn1nc([N+](=O)[O-])c(Cl)c1C	i	-0.05
c1ccc(Cc2c[nH]c3ccccc23)cc1	i	1
Cc1ccc(C(=O)N2CCCC(C(=O)c3ccc(Cl)cc3C)C2)cn1 (stereo not drawn)	i	-2.2
Cc1nn(C)c(C)c1NC(=O)c1cc2nc(-c3ccco3)cc(C(F)(F)F)n2n1	i	0
CC(C)c1cc(C(=O)OCC(=O)N2CCN(C(=O)c3ccco3)CC2)c(O)c(C(C)C)c1	i	-1.4
CCOc1cccc2cc(C(C)=O)oc12	i	0.45
Cc1ccc(OCc2nnc(SCC(=O)N3C(C)CCCC3C)o2)cc1 (stereo not drawn)	i	-1.1
CC(C)(C)N(C(=O)Cn1nnc(-c2ccc(F)cc2)n1)C(C(=O)NC1CCCC1)c1ccncc1 (stereo not drawn)	i	0.04
Cc1ccc(CNc2nc(C)nc3sc4c(c23)CCC4)cc1	i	0.18
Cc1cc(C)cc(N(CCC#N)C(=O)COC(=O)CN2C(=O)NC(C)(C)C2=O)c1	i	0.11
O=C(O)C1C(=O)NCC1c1ccccc1 (stereo not drawn)	i	-0.31
O=C(Nc1ccc2c(c1)OCO2)Nc1ccccc1F	i	0.68
CCCCCn1c(N(C)Cc2ccccc2)nc2c1c(=O)[nH]c(=O)n2C	i	-2.6
O=C(Cn1nc(CNc2ccc(Cl)cc2)[n+]2c1CCCCC2)c1ccc(Br)cc1	i	0.67
COc1cccc(-c2noc(CCC(=O)NCC3CCCO3)n2)c1 (stereo not drawn)	i	0.53
O=S1(=O)C=C(SCc2ccc(F)cc2)Nc2ccccc21	i	-0.91
Cc1ccc(C(=O)CSc2nc3c([nH]2)c(=O)n(C)c(=O)n3C)cc1	i	-0.56
Next entries follow:
SMILES	KCNQ2 block	Kir21 inh
CC(=O)c1ccc(N(C(=O)CNC(=O)c2ccco2)C(C(=O)NC2CCCC2)c2ccc(C)o2)cc1 (stereo not drawn)	i	0.16
COc1ccc(-c2cc(C#N)nc(N3CCN(c4ccccc4)CC3)n2)cc1	i	1.8
c1ccc2c(NC3CCCC3)nnc(NC3CCCC3)c2c1	i	0.32
COc1ccccc1N1CCN(C(=O)CCNS(=O)(=O)c2cc(Br)cnc2N)CC1	i	1.1
S=c1nc(-c2cc(Cl)ccc2Cl)[nH][nH]1	i	0.47
Cc1ccc(C(=O)OC(C)CN2C(C)CCCC2C)cc1 (stereo not drawn)	i	-0.62
CC(=O)Oc1ccc(OC(C)=O)c2c1CC(C)=C(C)C2	i	0.82
CSc1ncccc1C(=O)N1CCN(S(=O)(=O)c2cc(C)ccc2C)CC1	i	-0.27
CCOc1ccc(N/C=C/C(=O)c2ccc(OC)cc2)cc1	i	1.3
Clc1ccc(OCCCNCc2ccccc2)c2ccccc12	-7.6*	-13*
CC(C)Oc1ccccc1OCCCOc1cccc2cccnc12	i	-6.6*
NC(=O)COc1ccc2oc(-c3ccccc3)cc(=O)c2c1	i	-0.68
CC1=NN(C(N)=S)C(=O)C1N=Nc1ccccc1C(=O)O (stereo not drawn)	i	-0.12
C/C(=N\NC(=O)c1ccc(F)cc1)c1ccc(NC(=O)Cc2ccccc2)cc1	i	0.07
Cc1occc1-c1nnc(SCC(=O)Nc2ccccn2)o1	i	1.5
COc1ccc(C2=NN(S(C)(=O)=O)C(c3cccs3)C2)cc1 (stereo not drawn)	i	-0.67
O=C(Oc1ccc(-c2nnco2)cc1)C1CCN(C(=O)c2ccc(F)cc2)CC1	i	0.37
CCN(/N=C/C=C/c1ccccc1)c1cc(=O)n(C)c(=O)[nH]1	i	1.9
O=C(CNCC1CCCO1)N1CCCc2ccccc21 (stereo not drawn)	i	0.46
CCCC(C(=O)Nc1cccc(S(=O)(=O)N2CCCC2)c1)c1ccccc1 (stereo not drawn)	i	-0.45
CNC(=S)NCCc1cc2c(OC)ccc(OC)c2[nH]c1=O	i	0.04
CCOc1ccc(S(=O)(=O)N2CCCC(C(=O)NCC3CCCO3)C2)cc1 (stereo not drawn)	i	-1.4
CCOC(=O)c1cc(NC(=O)COc2ccc([N+](=O)[O-])cc2)cc(C(=O)OCC)c1	i	-3
CC(NC(=O)COc1ccc(-c2ccccc2)cc1)C1CCCO1 (stereo not drawn)	i	-0.54
O=C(COc1ccc(Br)cc1CO)Nc1ccccc1	i	1.1
Other compounds follow:
SMILES	KCNQ2 block	Kir21 inh
Cn1c(/C=N/n2cnnc2)nc2ccccc21	i	-0.16
COc1ccc2cc(C(=O)C3CCCN(C(=O)c4cncs4)C3)ccc2c1 (stereo not drawn)	i	1.3
Cc1occc1C(=O)NN=C1C2CC3CC(C2)CC1C3	i	-1.4
Cc1ccc(S(=O)(=O)N2CCCC2C(=O)N(C)Cc2cccs2)cc1 (stereo not drawn)	i	2.4
O=C(O)Cn1c2c(c3ccccc31)CCCC2	i	0.17
Cc1cc(C)cc(NC(=O)COc2coc(CN3CCc4ccccc4C3)cc2=O)c1	i	1.4
Cc1ccc(S(=O)OCC(=O)Nc2cc(Cl)ccc2N2CCOCC2)cc1 (stereo not drawn)	i	0.01
CC(C)c1c(C#N)c(N)nc(SCC(=O)c2cc3ccccc3oc2=O)c1C#N	i	0.45
O=C(c1ccc(OC(F)(F)F)cc1)c1ncc[nH]1	i	-2.3
CCC(C)(C(=O)NC1CCCCC1)N(Cc1ccco1)C(=O)c1ccccn1 (stereo not drawn)	i	1.2
Cc1ccc(-n2c(C)nn(CC#N)c2=O)cc1	i	0.01
NC(N)=NCCCC(NC(=O)c1ccccc1)C(=O)Nc1ccc([N+](=O)[O-])cc1 (stereo not drawn)	i	-1.3
CC(OC(=O)c1ccc(S(=O)(=O)N2CCCCC2)cc1)C(=O)NC1CCCCC1C (stereo not drawn)	i	0.08
CCN1C(=O)/C(=C\N2CCOCC2)SC1=S	i	0.86
Clc1ccccc1-c1nn2c(-c3ccncc3)nnc2s1	i	-0.55
CNC(=O)C1(C)C=CCN1C(=O)c1ccccc1 (stereo not drawn)	i	0.95
CN(C)C(CNC(=O)c1cc(S(=O)(=O)N(C)c2ccc(F)cc2)ccc1Cl)c1ccco1 (stereo not drawn)	i	-0.57
Cc1cc(NC(=O)Cn2nnc(-c3ccccc3NC(=O)c3ccccc3F)n2)no1	i	2.6
Cc1nn2c(N)c(-c3ccccc3)cnc2c1-c1ccccc1	i	-2.5
NC(=O)C1(c2ccccc2)OC1c1ccccc1 (stereo not drawn)	i	0.81
O=C(Sc1ccc(Cl)cc1)c1cccc(Cn2cc(C(F)(F)F)ccc2=O)c1	i	-0.25
CC(C)(C)NC(=O)CN(C(=O)c1csnn1)c1cccc2c1CCCC2	i	-0.97
Cc1c(N=c2scc(-c3ccccc3)n2C)c(=O)n(-c2ccccc2)n1C	i	-0.47
CC1CCCCC1NC(=O)c1ccncc1 (stereo not drawn)	i	2.3
COc1c(O)ccc2c1CN1CCc3cc4c(cc3C1C2)OCO4 (stereo not drawn)	i	-0.84

Rewritten as a markdown table: part of the list above.
| SMILES | KCNQ2 block | Kir21 inh |
| --- | --- | --- |
| O=C(c1ccc(OC(F)(F)F)cc1)c1ncc[nH]1 | i | -2.3 |
| CCC(C)(C(=O)NC1CCCCC1)N(Cc1ccco1)C(=O)c1ccccn1 (stereo not drawn) | i | 1.2 |
| Cc1ccc(-n2c(C)nn(CC#N)c2=O)cc1 | i | 0.01 |
| NC(N)=NCCCC(NC(=O)c1ccccc1)C(=O)Nc1ccc([N+](=O)[O-])cc1 (stereo not drawn) | i | -1.3 |
| CC(OC(=O)c1ccc(S(=O)(=O)N2CCCCC2)cc1)C(=O)NC1CCCCC1C (stereo not drawn) | i | 0.08 |
| CCN1C(=O)/C(=C\N2CCOCC2)SC1=S | i | 0.86 |
| Clc1ccccc1-c1nn2c(-c3ccncc3)nnc2s1 | i | -0.55 |
| CNC(=O)C1(C)C=CCN1C(=O)c1ccccc1 (stereo not drawn) | i | 0.95 |
| CN(C)C(CNC(=O)c1cc(S(=O)(=O)N(C)c2ccc(F)cc2)ccc1Cl)c1ccco1 (stereo not drawn) | i | -0.57 |
| Cc1cc(NC(=O)Cn2nnc(-c3ccccc3NC(=O)c3ccccc3F)n2)no1 | i | 2.6 |
| Cc1nn2c(N)c(-c3ccccc3)cnc2c1-c1ccccc1 | i | -2.5 |
| NC(=O)C1(c2ccccc2)OC1c1ccccc1 (stereo not drawn) | i | 0.81 |
| O=C(Sc1ccc(Cl)cc1)c1cccc(Cn2cc(C(F)(F)F)ccc2=O)c1 | i | -0.25 |
| CC(C)(C)NC(=O)CN(C(=O)c1csnn1)c1cccc2c1CCCC2 | i | -0.97 |
| Cc1c(N=c2scc(-c3ccccc3)n2C)c(=O)n(-c2ccccc2)n1C | i | -0.47 |
| CC1CCCCC1NC(=O)c1ccncc1 (stereo not drawn) | i | 2.3 |

(continued)
SMILES	KCNQ2 block	Kir21 inh
NS(=O)(=O)c1ccc(CCNS(=O)(=O)c2ccc(Cl)cc2)cc1	i	0.25
CC(OC(=O)c1nsc(Cl)c1Cl)C(=O)NC(C)(C)C (stereo not drawn)	i	-0.74
C/C(N)=C(/C#N)C(=O)COC(=O)c1ccc(OCC2CCCO2)cc1 (stereo not drawn)	i	-0.4
Cc1cccc(OCC(=O)Nc2cc(S(=O)(=O)N3CCOCC3)ccc2N2CCCC2)c1C	i	0.25
COc1ccc(C)cc1S(=O)(=O)N1CCCC(C(=O)N2CCOCC2)C1 (stereo not drawn)	i	0.73
CCn1c(-c2cc(-c3cc(OC)ccc3OC)nc3ccccc23)n[nH]c1=S	i	0.02
O=C(CN1CCN(c2ccccn2)CC1)Nc1ccc(F)cc1F	i	1.3
COc1ccc(NS(=O)(=O)c2ccc(C)c(C(=O)NCC(c3ccco3)N(C)C)c2)cc1 (stereo not drawn)	i	0.32
CC(=O)N(c1ccc(Cl)cc1)c1cn(C(C)=O)c2ccccc12	i	-1.8
CCOc1cccc(OCCOc2ccccc2[N+](=O)[O-])c1	i	0.58
CC1=C(C(=O)Nc2ccc(C(=O)NCCCN3CCCCC3)cc2)SCCO1	i	3.1
C=CCn1nnnc1SCC(=O)Nc1ccc(C(=O)OC)cc1	i	-0.57
Cc1ccc(C(=O)NNC(=O)C(C)Sc2nc(N)cc(N)n2)cc1 (stereo not drawn)	i	-1.9
COc1cccc(S(=O)(=O)NCc2ccc(C(=O)NCC3CCCO3)cc2)c1 (stereo not drawn)	i	0.85
Cc1ccc(S(=O)(=O)NCCNC(=O)c2cc(OCC(F)(F)F)ccc2OCC(F)(F)F)cc1	i	-0.64
C=CC(C)(C)c1c(O)c(CC=C(C)C)c(O)c2c(=O)c3ccc(O)c(O)c3oc12	i	1.6
O=C(N1CCN(c2ccc(F)cc2)CC1)C12CC3CC(CC(C3)C1)C2	i	-1.1
Cc1ccc2nc(NC(=O)CCCC(=O)O)sc2c1	i	-0.76
CCCCOc1ccccc1C1NC(=O)CCC1[N+](=O)[O-] (stereo not drawn)	i	-3.1
Cc1ccc(/C=C/C(=O)Nc2sc(C)c(C)c2C(=O)OC(C)C)o1	i	0.07
Nc1nonc1-n1nnc(C(=O)N/N=C/c2c[nH]c3ccccc23)c1-c1ccccc1	i	-2.1
O=C(CCNC(=O)c1ccc(Br)cc1)NC1CCCc2ccccc21 (stereo not drawn)	i	1.1
Cn1cnnc1SC/C(O)=C(\C#N)c1nc2ccccc2[nH]1	i	0.23
COc1cccc(NS(=O)(=O)NC(=O)c2c(C)[nH]c3ccccc23)c1	i	0.49
O=C(C(=O)N1CCOCC1)c1c[nH]c2ccccc12	i	1.5
Additional entries
SMILES	KCNQ2 block	Kir21 inh
CN1CCN(C(=O)C2=C[C@@H](c3ccc4c(c3)OCO4)C[C@@H](OCc3ccc(CO)cc3)O2)CC1	i	-2.5
Cc1cc2nc(C)n3c4ccccc4nc3n2n1	i	-0.87
O=C(c1cc(-c2cccs2)on1)N1CCN(c2ccccc2)CC1	i	0.57
O=C(CN1C(=O)S/C(=C\C=C\c2ccccc2)C1=O)Nc1cccc(O)c1	i	0.22
Cn1c(=O)[nH]c(=O)c2c1nc(CN1CCN(c3cccc(Cl)c3)CC1)n2CCc1ccccc1	i	0.68
COc1cccc(-c2cc(C(=O)NCC3CCCO3)on2)c1 (stereo not drawn)	i	-0.77
COC(=O)c1sc2ncccc2c1OCc1cccc(Cl)c1	i	2.7
Cc1ccc(N2CC(C(=O)NCCS(=O)(=O)N3CCN(c4ccc(F)cc4)CC3)CC2=O)cc1 (stereo not drawn)	i	-0.28
COc1ccc(-c2noc(CCC(=O)Nc3cccc(C)c3)n2)cc1	i	1.5
CCOc1[nH]n(-c2ccccc2)c(=O)c1C=Nc1ccc(F)cc1F	i	-0.43
Cc1ccc(CNC(=O)c2ccccc2-n2cnnn2)cc1	i	-0.95
O=C(COC(=O)c1cccc(S(=O)(=O)N2CCc3ccccc32)c1)NC1CCS(=O)(=O)C1 (stereo not drawn)	i	-0.02
O=C(CCn1nnc2ccccc2c1=O)N[C@H](C(=O)O)c1ccccc1	i	0.96
O=C(NCc1nc2ccccc2[nH]1)C1CCCCC1	i	0.06
O=C1CC(c2ccccc2)Cc2nc(N3CCc4ccccc4C3)ncc21 (stereo not drawn)	i	0.27
O=C(Cc1ccc(Cl)cc1)NC1CCS(=O)(=O)C1 (stereo not drawn)	i	1
